TRb-SRC2 inh: inhibitors of human thyroid hormone receptor beta-SRC2 interaction | AID 1469 | Potency, µM (highest dose often 106 µM), for inactives: top-dose activity change, negative = inhibition, most hits filed as inhibitors | TRbeta-SRC2 peptide binding, fluorescence polarization; receptor liganded with 1 µM T3 | 280,000 tested, 0.065% active;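 also: potency is read from the fitted curve at half-maximal effect; plate controls were bound peptide for no effect and peptide without receptor for full effect; nearly all actives have a fitted effect of over 50% in size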
Target sequence (P10828 whole entry, looked up): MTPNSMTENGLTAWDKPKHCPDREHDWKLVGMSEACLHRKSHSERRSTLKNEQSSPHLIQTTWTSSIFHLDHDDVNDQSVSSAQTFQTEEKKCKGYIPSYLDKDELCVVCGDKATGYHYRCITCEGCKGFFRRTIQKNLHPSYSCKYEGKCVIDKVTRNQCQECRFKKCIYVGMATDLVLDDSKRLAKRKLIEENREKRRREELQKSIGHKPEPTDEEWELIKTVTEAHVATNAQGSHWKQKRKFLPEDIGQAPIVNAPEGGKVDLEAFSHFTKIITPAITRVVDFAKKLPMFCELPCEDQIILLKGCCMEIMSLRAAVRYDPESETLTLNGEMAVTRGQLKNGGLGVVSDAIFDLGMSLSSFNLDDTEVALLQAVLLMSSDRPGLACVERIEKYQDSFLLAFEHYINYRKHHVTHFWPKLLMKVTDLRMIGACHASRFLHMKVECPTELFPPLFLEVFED
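TRb LBD 0.6 uM + Texas Red SRC2 peptide 20 nM, 1 uM T3, Tris buffer w/ 5% DMSO; compound pinned, 5 h RT; FP read ex 555/em 632; normalized to unbound and bound controls.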
Tau fluor cs: counter-screen for tau fibril formation inhibitors. tau K18 P301L (four-repeat tau fragment) Alexa594 fluorescence, heparin fibrillization. Potency, µM (doses to about 57.7 µM), without a hit: top-dose activity change, negative = decrease. 280,000 tested, 0.93% active; also: potency is read from the fitted curve at half-maximal effect; % is scaled to controls: 0 for no effect and ±100 for the full control effect; nearly all actives have a fitted effect of over 55% in size
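Human K18 P301L tau (15 uM unlabeled plus 0.24 uM Alexa 594-labeled, final) in 100 mM sodium acetate pH 7 was mixed with compound and 20 uM heparin and incubated 6 hr at 37 C.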
TexasRed fluor: Texas Red fluorescence interference in TRb-SRC2 counter-screen | TRb/SRC2 Texas Red total fluorescence interference | AID 1479 | Potency, µM (doses to about 106 µM), for inactives: top-dose fluorescence change, negative = quenching | 280,000 tested, 0.29% active; active = well fitted curve in either direction with a large enough effect; inconclusive = small, poorly fitted or top-dose-only effect; also: potency is read from the fitted curve at half-maximal effect; % is scaled to controls: 0 for no effect and ±100 for the full control effect
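Flags fluorescent or light-absorbing compounds by total fluorescence, S + 2P, at 555 nm excitation and 632 nm emission. Mixture: 20 nM Texas Red SRC2 peptide, 0.6 uM human TRb LBD, 1 uM T3, 5% DMSO; compound exposure 5 h at ambient temperature.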
Tau fibril FP: inhibitors of human tau fibril formation; P10636; K18 P301L tau heparin fibrillization, Alexa594 FP, 6 h; Potency, µM (doses to about 57.7 µM), inactives show top-dose activity, negative = inhibition, hits mostly inhibitors; 280,000 tested, 0.39% active; AID 1468; also: potency is read from the fitted curve at half-maximal effect; % is scaled to controls: 0 for no effect and ±100 for the full control effect; nearly all actives have a fitted effect of over 55% in size
Target sequence (P10636 561-689 P618L limits assumed): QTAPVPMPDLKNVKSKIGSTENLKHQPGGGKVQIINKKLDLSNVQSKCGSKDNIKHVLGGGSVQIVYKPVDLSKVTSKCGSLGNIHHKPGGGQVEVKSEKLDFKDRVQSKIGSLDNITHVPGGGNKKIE
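Human K18 P301L fragment (15 uM unlabeled plus 0.24 uM Alexa 594-labeled) in 100 mM sodium acetate pH 7 with compound, aggregation induced by 20 uM heparin for 6 hr at 37 C. ThT (30 uM) added for 1 hr, then Alexa 594 FP read.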
CBFb RUNX1 block: blocks binding between human CBF-beta and RUNX1; Q01196+Q13951; AID 1477; AlphaScreen CBFb-His/RUNX1-biotin binding, biochemical; 230,000 tested, under 10 active; Potency, µM (series often up to 59.8 µM), inactives show at the top dose activity, negative = inhibition, usual class: inhibitors; also: % of control where 0% means no effect
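Read-out: AlphaScreen. Format: His-CBF-beta with biotinylated RUNX1 (30 nM each) preincubated 20 min, compound 15 min, Ni-chelate plus streptavidin beads 90 min; room temperature throughout.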
Epigenetic reg: regulators of epigenetic silencing causing reporter derepression in mouse cells. Potency, µM (doses to about 53.9 µM), for inactives: top-dose GFP activation, actives largely listed as activators. AID 1865. murine LDR cells, GFP reporter derepression, 30 h. 280,000 tested, 0.2% active; also: potency is read from the fitted curve at half-maximal effect; % of control where 0% means no effect; nearly all actives have a fitted effect of over 60% in size
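Murine LDR cells carrying a silenced, genomically integrated CMV-driven GFP reporter were exposed to compound for 30 hours at 37 C. After PBS washes, GFP-positive cells (20–120 um objects) were counted by laser-scanning microplate cytometry.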
NPSR antag: neuropeptide S receptor (human) antagonism, cAMP | Potency, µM (highest dose often 38.3 µM), for inactives: at the highest dose activity change, negative = inhibition, hits mostly inhibitors | 220,000 tested, 1% active | CHO-NPSR cells, cAMP TR-FRET, antagonist mode | Q6W5P4; also: potency is read from the fitted curve at half-maximal effect; % is scaled to controls: 0 for no effect and ±100 for the full control effect; nearly all actives have a fitted effect of over 50% in size; many of its hits are not listed in these tables
Target sequence (Q6W5P4 whole entry, looked up): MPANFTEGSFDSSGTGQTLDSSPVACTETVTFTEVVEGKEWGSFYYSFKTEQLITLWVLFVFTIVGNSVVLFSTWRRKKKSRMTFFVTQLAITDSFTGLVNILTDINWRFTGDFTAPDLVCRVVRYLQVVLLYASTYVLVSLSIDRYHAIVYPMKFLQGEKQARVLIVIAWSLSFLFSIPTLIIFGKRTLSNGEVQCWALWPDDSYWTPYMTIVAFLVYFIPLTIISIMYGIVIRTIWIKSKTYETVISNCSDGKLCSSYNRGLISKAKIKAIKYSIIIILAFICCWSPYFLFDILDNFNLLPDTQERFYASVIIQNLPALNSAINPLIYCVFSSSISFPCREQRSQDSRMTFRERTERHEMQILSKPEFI
GLA spleen mod: inhibits or activates alpha-galactosidase in human spleen homogenate; human spleen homogenate, 4MU-alpha-Gal fluorescence, 40 min; Potency, µM (doses to about 80 µM), for inactives: top-dose activity change, negative = inhibition, most hits filed as inhibitors; P06280; 240,000 tested, 0.008% active;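 also: potency is read from the fitted curve at half-maximal effect; 0% = enzyme with vehicle and -100% = no enzyme basal signal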
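Inhibition or activation of alpha-galactosidase in human spleen homogenate is scored by 4-MU fluorescence after 40 min at 37C, pH 5.0, with 1 mM substrate. AC50s come from concentration-response fitted to the Hill equation.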
Numbers without * were called inactive; ? = inconclusive; . = no result given; [ ] = dose if it differs, or a comment. Unless noted, calls follow the shape of the dose curve; as a rule, active = well fitted curve in the direction sought with a large enough effect; inconclusive = small, poorly fitted or top-dose-only effect, or another doubt; inactive = no such curve, though single readings can be large; an effect the other way counts as inactive or inconclusive. This is a subset; count on the stated rates, not on these rows.

SMILES	GLA spleen mod	TexasRed fluor	Tau fibril FP	NPSR antag	Epigenetic reg	TRb-SRC2 inh	Tau fluor cs	CBFb RUNX1 block
CC(=O)[C@@H]1[C@@H]2C(=O)N(C3CCCCC3)C(=O)[C@@H]2C2c3ccccc3C=CN21 (stereo not given in full)	-22%	-3%	-15%	-9%[46.1 µM]	-0.9%	-12%	-18%	0%
O=c1[nH]cnc2scc(-c3ccc(F)cc3)c12	-9%	-2%	-4%	-7%[46.1 µM]	0.4%	0%	-4%	1%
CC1CCN(S(=O)(=O)N2CCC(C(=O)NCc3ccccc3Cl)CC2)CC1	.	-2%	-13%	.	-0.3%	0%	-7%	.
CCC(C)(C(=O)Nc1ccccc1C)N(C(=O)CNC(C)=O)c1ccccc1C (stereo not given)	8%	-7%	7%	6%	0.0%	-6%	6%	23%
COC(=O)C1=C(NC(=O)CCCCl)CCS1	1%	-1%	-14%	23%	-1.0%	-7%	-6%	3%
CCCOc1ccc(C(=O)NC(=S)NCc2cccnc2)cc1	-2%	-1%	3%	-26%	-0.9%	-1%	-2%	12%
CN(Cc1cccs1)S(=O)(=O)c1cccs1	14%	0%	0%	-15%[46.1 µM]	0.0%	-31%	-7%	-7%
CCCOP(=O)(c1ccccc1)c1ccccc1	1%	1%	9%	20%	-1.0%	0%	-1%	1%
CN(C)c1ncnc2ccc(-c3ccccc3C#N)cc12	0%	2%	-2%	.	-0.8%	5%	4%	.
Cc1sc2nc3ccc(N4CCCCC4)nn3c(=O)c2c1C	-5%	-1%	3%	-10%[46.1 µM]	0.7%	-4%	-4%	7%
CC1CCCCN1CC(=O)NC(c1ccccc1)c1ccccc1 (stereo not given)	-7%	-12%	8%	-20%	3.2%	-13%	12%	4%
COc1ccc(NC(=O)c2cnc3n(c2=O)CCS3)cc1OC	1%	-1%	7%	-2%[46.1 µM]	-1.0%	1%	-2%	3%
Cc1ccc(-c2nc(CS(=O)(=O)CC(=O)NCCCN3CCN(C)CC3)c(C)o2)cc1	6%	-1%	-3%	-15%[46.1 µM]	7.5%	6%	-2%	-1%
O=C(COc1ccccc1-c1ccccc1)N/N=C/c1ccncc1	0%	0%	-11%	40%	-4.3%	3%	-15%	-3%
Cc1cc(NS(=O)(=O)c2ccc3c(c2)OCCO3)no1	9%	-6%	-1%	-9%	0.0%	9%	-13%	-2%
CCOc1ccc(C(=O)Nc2cc(-c3nc4ccccc4o3)ccc2C)cc1Cl	.	-4%	-4%	.	-1.6%	0%	-20%	.
CCOC(=O)n1c(SCC(N)=O)nc2ccccc21	-15%	0%[53 µM]	1%	-4%[46.1 µM]	-2.5%	-19%[53 µM]	3%	5%
Cc1cc(-n2c(=O)c(C#N)cc3c(=O)n4cccc(C)c4nc32)no1	?	-5%	2%	20%[46.1 µM]	-0.7%	5%	1%	-1%
Cc1ccc(N2C(=O)C(CC(=O)Nc3cccc(F)c3)N(C3CC3)C2=O)cc1 (stereo not given)	-1%	0%	1%	-1%	-1.8%	3%	-5%	9%
CCCCC(c1nnnn1Cc1ccco1)N1CCN(C(=O)c2ccco2)CC1 (stereo not given)	3%	-5%	-3%	-11%[46.1 µM]	1.0%	-11%	-6%	3%
Cc1cc(C)c2c(c1)NC(c1cc3c(cc1Br)OCO3)C1CC=CC21 (stereo not given)	10%	4%	13%	-26%	3.1%	4%	-27%	-7%
COCCNC(=O)C1CC(=O)N(c2ccc(OC)cc2)C1c1ccc(OC)cc1 (stereo not given)	10%	-2%	0%	19%	-2.8%	6%	0%	-3%
Cc1c(NC(=O)/C(C#N)=C\c2cccs2)c(=O)n(-c2ccccc2)n1C	-10%	-2%	-4%	15%	1.1%	-1%	0%	-4%
CCOC(=O)CSc1cc(C)nc2ccc(OC)cc12	6%	-4%	-4%[2.34 µM]	23%	3.4%	-6%	3%	8%
Cc1sc2nc(CSc3nnc(Cc4cccs4)n3C3CCCCC3)[nH]c(=O)c2c1C	-7%	5%	0%	?	0.7%	-2%	-1%	4%
C=CCN1C(=O)/C(=c2\sc3nc(=O)c(Cc4ccc(OC)c(OC)c4)nn3c2=O)c2ccccc21	-1%	-4%	?	-10%	0.4%	4%	-30%	-19%
Cc1ccc(S(=O)(=O)CCc2nnc(NC(=O)COc3cccc(C)c3)s2)cc1	1%	-1%	?	-1%[46.1 µM]	0.0%	1%	-4%	0%
Cc1coc2cc3oc(=O)c4c(c3cc12)CCC4	7%	4%	0%	-9%[46.1 µM]	-1.1%	-1%	0%	7%
O=C(Cn1cccc1)N1CCN(C(c2ccccc2)c2ccccc2)CC1	2%	-3%	3%	-14%[46.1 µM]	-4.8%	-9%	5%	-13%
COc1cc(C(Nc2ccc(S(=O)(=O)NCC3CCCO3)cc2)C(=O)NC(C)(C)C)cc(OC)c1OC (stereo not given)	-2%	-1%	-1%	-2%	-0.9%	-7%	-8%	9%
COc1ccc(CCNC(=O)CCCCn2c(=O)c3ccccc3n(CC(=O)Nc3ccccc3C)c2=O)cc1OC	.	3%	-3%	.	-0.7%	7%	-5%	.
O=C(CNC(=O)c1ccc(S(=O)(=O)N2CCCC2)cc1)N/N=C/c1ccc(Cl)cc1	1%	0%[53 µM]	3%	-5%	-2.3%	6%[53 µM]	11%	8%
CSc1nc2nc(-c3cccc(C(F)(F)F)c3)ccn2n1	1%	-2%	-1%	-26%	1.1%	-1%	0%	0%
COc1ccc(CNC(=O)C(CCSC)NS(=O)(=O)c2ccccc2F)cc1 (stereo not given)	0%	-1%	6%	10%	0.9%	5%	-4%	2%
CCn1c(CCC(=O)Nc2cc(F)ccc2C)nc2cc(S(=O)(=O)N(C)C)ccc21	-8%	1%	-9%	-7%[46.1 µM]	-0.1%	-3%	-9%	-2%
NCCCCCCN	2%	1%	.	.	.	-4%	.	14%[21.7 µM]
Cc1ccsc1-c1nc(-c2ccccc2)c(-c2ccccc2)[nH]1	-7%	-2%	8%	-30%[46.1 µM]	-0.7%	-5%	-19%	2%
Cc1noc(/C=C/N(C)C)c1S(=O)(=O)N1CCCC(C(=O)N2CCCCC2)C1 (stereo not given)	2%	1%	-4%	-5%[46.1 µM]	0.0%	-1%	-9%	0%
COc1ccc(NC(=O)COC(=O)[C@@H](NC(=O)c2c(F)cccc2F)C(C)C)cc1	-5%	2%	1%	-4%	0.0%	-9%	3%	3%
CCOC(=O)Cn1c(=O)cc(C(F)(F)C(F)(F)F)c2c(C)nn(CC)c21	.	-1%	-2%	.	3.1%	4%	-4%	.

Molecules above that have a CF3 group:
SMILES	GLA spleen mod	TexasRed fluor	Tau fibril FP	NPSR antag	Epigenetic reg	TRb-SRC2 inh	Tau fluor cs	CBFb RUNX1 block
CSc1nc2nc(-c3cccc(C(F)(F)F)c3)ccn2n1	1%	-2%	-1%	-26%	1.1%	-1%	0%	0%
CCOC(=O)Cn1c(=O)cc(C(F)(F)C(F)(F)F)c2c(C)nn(CC)c21	.	-1%	-2%	.	3.1%	4%	-4%	.

(more compounds)
SMILES	GLA spleen mod	TexasRed fluor	Tau fibril FP	NPSR antag	Epigenetic reg	TRb-SRC2 inh	Tau fluor cs	CBFb RUNX1 block
O=C(CN1C(=O)c2ccccc2C1=O)N1CCOCC1	4%	-3%	10%	8%[46.1 µM]	-1.0%	9%	10%	-6%
Cc1ccc2c(c1)NC(=O)C(CC(=O)NCCCN1CCCC1)O2 (stereo not given)	-1%	0%	-9%	5%[46.1 µM]	3.1%	-12%	-7%	-2%
O=C(O)c1ccc(N/N=C/c2cn(-c3ccccc3)nc2-c2cccs2)cc1	-3%	-11%	9%	-28%	-7.6%	-3%	?	6%
CC(C)(O)C#Cc1ccc(CN2CCN(Cc3ccccc3)C(CCO)C2)s1 (stereo not given)	-5%	-8%	-13%	10%	-1.2%	-6%	-6%	40%
O=C(COc1ccccc1)NCC(=O)N/N=C/c1cc(Br)ccc1OCc1ccccc1	-1%	-6%	-4%	-24%	2.1%	1%	-4%	-6%
O=C(CN1C(=O)CC(c2ccc(F)cc2)=Nc2ccccc21)NCc1ccccc1Cl	.	-5%	-9%	.	0.0%	-1%	2%	.
Cc1ccnc(NS(=O)(=O)c2ccc(NC(=O)c3ccc(S(=O)(=O)N4CCCC4)cc3)cc2)n1	-9%	-2%	-2%	-5%	1.3%	1%	-7%	6%
O=C(Cc1ccc(S(=O)(=O)N2CCOCC2)s1)Nc1ccccc1N1CCOCC1	4%	0%	0%	0%	-2.1%	0%	-3%	3%
CCOc1ccc2[nH]c3c(NCCc4ccc(OC)c(OC)c4)ncnc3c2c1	11%	-6%	?	-17%	-2.6%	9%	22µM*[quencher]	-12%
Cc1ccc(C(C)C)c(OC(C)C(=O)NCC2(N(C)C)CCCCC2)c1 (stereo not given)	.	?	6%	.	-1.6%	-19%	-14%	.
O=C(c1ccco1)N1CCC(c2nc(-c3ccccc3Cl)no2)CC1	-7%	3%	-1%	-17%[46.1 µM]	2.9%	9%	-3%	5%
O=C(CCN1C(=O)CSC1=O)Nc1ccccc1	8%	-8%	-5%	-11%[46.1 µM]	-1.1%	-1%	0%	10%
CCOC(=O)c1[nH]c2ccc(OC)cc2c1NC(=O)CCN1CCSCC1	2%	-1%	9%	6%	-5.7%	-6%	14%	10%
N#Cc1cc2c(nc1SCC1COc3ccccc3O1)CCC2 (stereo not given)	1%	-4%	?	-21%[46.1 µM]	0.0%	-16%	-30%	?
COc1ccc(-c2nnc(SCC(=O)NC(=O)NCc3ccccc3)o2)cc1	7%	0%	-6%	2%[46.1 µM]	-1.5%	4%	-12%	1%
CCOc1ccc(C(=O)NCc2ccncc2)cc1OCC	4%	2%	-4%	-5%[46.1 µM]	-1.0%	-17%	4%	2%
Cc1cccc(N2CC(C(=O)Nc3nnc(SCC(=O)Nc4cc(C)on4)s3)CC2=O)c1 (stereo not given)	8%	-2%[53 µM]	-7%	9%	-1.3%	2%[53 µM]	0%	8%
